Screening results: PubChem BioAssay, several laboratories
MgcRacGAP inhibition: MgcRacGAP GTPase-activating activity inhibitors, confirmation, biochemical, ADP Hunter fluorescence. MgcRacGAP-stimulated Rac1 GTP hydrolysis, ADP Hunter fluorescence; higher % means a stronger effect; GST-tagged Rac1 F28L mutant substrate. inhibition, % at 30 µM, or IC50 in µM where a hit was titrated. 0.6% of 340,000 active;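 active = first-screen hits whose inhibition reached a set limit at any dose in the follow-up dose series; inconclusive = inhibition above the set first-screen limit but never retested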;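 note: fluorescence reports GDP produced by GAP-driven GTP hydrolysis; strong numbers were not always called active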
NTR1 ag: agonists of NTR1, primary screen, imaging, U2OS cells, beta-arrestin-GFP, high content (AID 493036); P30989; NTR1-U2OS beta-arrestin-GFP spot imaging, agonist mode; activation, % at 20 µM; 0.17% of 330,000 active;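 active = activation at or above 40% of the spot to cytoplasm intensity ratio, with at least 20 cells analyzed; inconclusive = wells under 20 cells, flagged as cytotoxic or low count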;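 note: 0% = DMSO without peptide and 100% = 100 nM NTR1 peptide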
Target sequence (P30989 whole entry, looked up): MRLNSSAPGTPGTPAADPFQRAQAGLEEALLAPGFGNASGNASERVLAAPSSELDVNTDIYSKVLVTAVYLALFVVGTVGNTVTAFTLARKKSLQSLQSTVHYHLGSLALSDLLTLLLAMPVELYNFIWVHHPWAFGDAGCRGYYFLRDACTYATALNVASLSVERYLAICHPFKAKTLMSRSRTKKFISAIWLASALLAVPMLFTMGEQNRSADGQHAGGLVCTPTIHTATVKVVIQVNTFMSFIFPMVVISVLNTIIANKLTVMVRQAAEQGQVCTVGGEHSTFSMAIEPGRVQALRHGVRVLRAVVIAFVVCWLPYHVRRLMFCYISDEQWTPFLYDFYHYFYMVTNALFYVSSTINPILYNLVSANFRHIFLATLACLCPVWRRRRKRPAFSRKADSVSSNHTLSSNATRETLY
West Nile antiviral: inhibition of WNV-induced cytopathic effect – cell-based, CPE readout (AID 1621). West Nile virus-infected cells, CPE inhibition; higher % means a stronger effect. CPE inhibition, % at 10 µM, or IC50 in µM where a hit was titrated. 0.02% of 290,000 active; in the data active = a potency from the dose series; inconclusive = CPE inhibition mostly from about 3.7% at the one dose, without a potency; inactive = the rest, 99 in 100 with CPE inhibition below about 2.2%; note: strong numbers were not always called active
AID2073: inhibitors of Mint1-CaV2.2 protein interaction, biochemical, HTRF (AID 2073); 0.19% of 290,000 active; HTRF protein-protein interaction, Mint1-CaV2.2; higher % means a stronger effect; inhibition, % at 20 µM; hits with a dose series show IC50 in µM; in the data active = inhibition mostly above about 51%, no sharp cut-off; inconclusive = no clear call, values can overlap the other calls; inactive = mostly below about 53%; note: some results filed as inactive read as strong as hits
NS5 inhibitors: flavivirus cap methylation enzyme inhibition – biochemical, confirmation dose response, primary screen (AID 588689); one-dose inhibition, % at 25 µM; IC50 in µM for titrated hits; 0.3% of 340,000 active; Dengue-2 NS5 methyltransferase capping enzyme assay, biochemical; higher % means a stronger effect; in the data active = a potency from the dose series; inconclusive = inhibition above about 29% without an active follow-up result
SV40 large T antigen: SV40 large T antigen inhibitors, biochemical (AID 1903); SV40 large T antigen ATPase/helicase inhibition assay; higher % means a stronger effect; inhibition, % at 20 µM; hits with a dose series show IC50 in µM; 0.39% of 310,000 active; in the data active = a potency from the dose series; inconclusive = inhibition mostly from about 32% at the one dose, without a potency; inactive = the rest, 99 in 100 with inhibition below about 32%; note: strong numbers were not always called active
RSV antiviral HEp-2: inhibition of RSV-induced cytopathic effect – HEp-2 cells, primary 10 µM value included (AID 2391); HEp-2 cells, RSV-induced CPE inhibition; higher % means a stronger effect; CPE inhibition, % at 10 µM; hits with a dose series show IC50 in µM; 0.13% of 310,000 active; in the data active = a potency from the dose series; inconclusive = CPE inhibition mostly from about 23% at the one dose, without a potency; inactive = the rest, 99 in 100 with CPE inhibition below about 21%; note: strong numbers were not always called active
SIAH1 antagonists: blockers of Siah-1 interaction with plectin peptide – biochemical, fluorescence polarization, rhodamine-plectin, uHTS, primary screen (AID 1817) | 0.02% of 290,000 active | Siah-1 / rhodamine-plectin peptide fluorescence polarization; higher % means a stronger effect | displacement, % at 20 µM, or IC50 in µM where a hit was titrated;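 active = displacement of at least 50% at 20 µM, with a fluorescence ratio check between 0.3 and a set limit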;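 note: plate controls were Siah plus tracer with DMSO for no effect and tracer alone without Siah for full effect; strong numbers were not always called active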
UTI89 phage lysis: protection from phage-mediated lysis, alamar blue read-out – E. coli UTI89, K1F phage, bacterial capsule biogenesis inhibitors (AID 488966); E. coli UTI89 K1F phage lysis, alamar blue, 2 h; higher % means a stronger effect; one-dose inhibition, % at 100 µM; IC50 in µM for titrated hits; 0.02% of 340,000 active;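 active = phage lysis inhibition, versus mean bacterial control, above a set limit; inconclusive = no clear call, values can overlap the other calls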;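 note: capsule biogenesis inhibitors block K1F phage lysis so surviving cells raise fluorescence; higher fluorescence means more inhibition of phage lysis; actives were called in the ten point dose series up to 300 µM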
NTR1 ag cell count 20 µM: further read-out of NTR1 ag, marked with its call; cell count; measured here: cell count, cytotoxicity flag
NS5 inhibitors pilot replicate: also measured in NS5 inhibitors; calls as there; inhibition, %; measured here: pilot screen replicate inhibition
* marks the source's active call; other numbers are inactive results; i = inactive; ? = inconclusive; nt = no result given; [ ] = dose if it differs, or a comment.

SMILES | MgcRacGAP inhibition | NTR1 ag | NTR1 ag cell count 20 µM | West Nile antiviral | AID2073 | NS5 inhibitors | SV40 large T antigen | RSV antiviral HEp-2 | SIAH1 antagonists | UTI89 phage lysis | others
Cc1ccc2cc(/C=N/NC(=O)c3ccccc3O)c(Cl)nc2c1 | 8% | 5.1 | 34 | -0.5% | 16% | 2% | -2% | 9.6% | -1% | 1.9%
CCN(CC)c1ccc(NC(=O)CSc2n[nH]c(-c3ccco3)n2)cc1 | ? | -0.4 | 55 | nt | nt | -3% | ? | -2.2% | nt | 1.1%[50 µM]
CCc1c(C)nc(N2CCN(c3ccc(F)cc3)CC2)[nH]c1=O | 6% | 0.3 | 58 | -0.9% | -3% | 6% | 4% | 1.1% | 4% | 0.8%
O=C(COC(=O)/C=C/c1ccc(C(F)(F)F)cc1)NCc1ccco1 | 3% | -0.6 | 51 | -0.3% | -6% | 1% | 6% | 0.1% | 0% | 0.4%
CCOc1ccc(N(CC(=O)N/N=C/c2ccc(OC(C)C)cc2)S(C)(=O)=O)cc1 | -3% | 3.1 | 52 | 0.4% | 0% | -6% | 10% | 1.8% | 6% | 1.1%
CCOC(=O)Nc1c(C(=O)OC)[nH]c2cccc(OC)c12 | 9% | -1.2 | 38 | 0.1% | 11% | -3% | 21% | 1.9% | 2% | 1.3%
CN(C(=O)c1ccco1)c1nc2c(s1)CCCC2 | 3% | -0.4 | 62 | -0.1% | 0% | -2% | 3% | 2.1% | 4% | 3.0%
Cc1[nH]nc2c1-c1nc3ccccc3nc1C(C)(C)C2 | 5% | 1.2 | 96 | 0.8% | 8% | -6% | 14% | ? | -4% | -0.7%
COc1ccccc1-c1ccc(/C=C2/C=C(C)OC2=O)o1 | -9% | 3.6 | 56 | 0.3% | 9% | -3% | 20% | 2.7% | 5% | 0.3%
NC(=O)COc1ccc(C(=O)NCC2(N3CCOCC3)CCCCC2)cc1 | 5% | 1.5 | 67 | nt | nt | 2% | nt | 1.6% | nt | 0.2%[50 µM]
CCC(C)c1ccccc1NC(=O)COc1ccc(-c2nnco2)cc1 (stereo not drawn) | -1% | 0.5 | 65 | nt | nt | 2% | nt | nt | nt | -0.6%[50 µM]
CCOC(=O)C[n+]1ccc2c([nH]c3ccccc32)c1C | 6% | 2.4 | 58 | 0.0% | 34% | nt | 10% | 1.4% | 2% | 0.0%
Cc1ccc(NC(=O)COC(=O)CCc2c[nH]c3ccccc23)c(C)c1 | 5% | -2.7 | 75 | nt | nt | 4% | nt | 0.1% | nt | 0.0%[50 µM]
Cc1ccc(C)n1-n1cnc2sc3c(c2c1=O)CCC3 | 7% | -0.5 | 42 | 0.3% | 5% | -1% | 11% | 1.4% | 2% | -0.3%
COC(=O)c1ccc(/C=N/NC(=O)CC(=O)NCc2cccnc2)cc1 | nt | 1.2 | 45 | 1.5% | -12% | nt | 3% | 2.0% | 6% | nt
COc1ccc(N(CC(=O)Nc2ccc(C(N)=O)cc2)S(=O)(=O)c2ccc(C)c([N+](=O)[O-])c2)cc1 | 6% | 1.4 | 40 | 0.2% | 16% | 0% | 23% | 1.9% | -4% | -1.2%
CCOC(=O)C1(C/C(C)=N/NC(N)=O)CC(C)(C)OC1=O (stereo not drawn) | 6% | 1.6 | 47 | 1.2% | -1% | -8% | 1% | 1.1% | 2% | 0.4%
CCCCNC(=O)c1sc2nc(C)cc(COC)c2c1-n1cccc1 | 10% | 3.4 | 84 | nt | 29% | -1% | -2% | 5.1% | 0% | -0.2% | NS5 inhibitors pilot replicate=-1.7
C/C(=N\NC(=O)c1cccs1)c1cccnc1 | 7% | -0.2 | 54 | 0.6% | 1% | -3% | 6% | -1.6% | 9% | 0.6%
COc1cc(C(=O)Nc2cc(C(F)(F)F)ccc2N2CCOCC2)ccc1O | 3% | 0.9 | 60 | 0.0% | -4% | -3% | 15% | 1.0% | 12% | 4.7%
COc1ccc2nc(NC(C)=O)sc2c1 | 1% | -2.6 | 63 | 1.3% | -8% | 0% | 6% | 0.8% | 3% | 0.0%
CN(C)S(=O)(=O)c1ccc(NC(=O)c2cccnc2)cc1 | -2% | 1.7 | 47 | 0.3% | 8% | -9% | 11% | 2.9% | 2% | -0.7%
O=C(c1cc(N2CCOCC2)c(F)cc1[N+](=O)[O-])N1CCOCC1 | 9% | 0.8 | 77 | -0.5% | 0% | -5% | 5% | 0.8% | 2% | 0.2% | NS5 inhibitors pilot replicate=-2.2
Cc1ccccc1N=C1Nc2ccccc2CS1 | 10% | -0.3 | 46 | -0.2% | 0% | -2% | 5% | 1.8% | 3% | 1.2%
CCOc1cc(/C=C2/SC(=O)N(CC(=O)N3CCc4ccccc4C3)C2=O)ccc1OCC(=O)O | 1% | 0.4 | 62 | 0.1% | 2% | 7% | 22% | 4.9% | 1% | -0.7%
CC1CCN(C(=O)c2nc[nH]c2C(=O)OCCNC(=O)OC(C)(C)C)CC1 | 6% | 0.2 | 64 | nt | nt | -2% | nt | -0.1% | nt | 1.9%
CC(C)(C)c1ccc(C(=O)NCC(=O)NNC(=O)c2ccccc2O)cc1 | 3% | 1.2 | 47 | nt | nt | 0% | 19% | 9.9% | nt | 0.7%[50 µM]
CN(C(=O)CSc1nnc(-c2c[nH]c3ccccc23)o1)C1CCS(=O)(=O)C1 (stereo not drawn) | 14% | 2.2 | 73 | 0.1% | 5% | -15% | 20% | 2.5% | 6% | 0.2%
Cc1ccc(NC(=O)C2CCCN2C(=O)NC2CCCCC2)c(C)c1 (stereo not drawn) | 1% | 1.7 | 78 | 0.0% | 1% | 1% | 8% | 0.5% | -3% | 1.1%
CCCC/C=C1\CCc2c([nH]c3ccccc23)C1=O | 8% | 3.9 | 60 | -0.9% | -9% | 0% | 8% | 3.0% | 0% | 0.5%
COC(=O)c1c(NC(=O)CSc2nnc(C)c(=O)[nH]2)sc(C)c1C | 19% | 1.4 | 18 | -0.3% | -8% | 3% | 21% | -0.7% | -11% | -2.7%
CC(C)CC(=O)Nc1ccccc1-c1nnn(CC(=O)N2CCOCC2)n1 | -1% | -0.8 | 60 | 0.0% | 10% | -2% | 9% | 1.0% | 0% | 0.1%
COc1ccc(Nc2nc(N)nc(CSC(=S)N3CCCCC3)n2)cc1 | 10% | -0.7 | 91 | 0.0% | 0% | -3% | -5% | 9.6% | 12% | 0.2%
NC(=O)CN1CCN(C(=O)Nc2ccccc2)CC1 | -4% | 0.5 | 56 | -0.3% | 7% | -3% | 3% | -0.2% | 5% | -3.2%
Cc1ccc(-c2nnc(Oc3ccc(NC(=O)c4ccccc4)cc3)c3ccccc23)cc1 | -2% | 3.1 | 53 | -1.0% | 2% | -4% | 13% | 12% | -4% | 0.4%[50 µM]
O=C1c2ccccc2S(=O)(=O)c2cc(N3CCN(c4ccccc4)CC3)ccc21 | nt | 7.1 | 86 | -0.9% | nt | nt | 9% | 1.0% | nt | nt
Cc1c(O)c(=O)n(-c2ccccc2)n1C | 2% | -0.7 | 52 | nt | nt | 1% | 13% | 1.3% | nt | 0.9%
O=C1CCCC(NCCCCCCNC2=C([N+](=O)[O-])C(=O)CCC2)=C1[N+](=O)[O-] | 5% | nt | nt | 1.6% | 15% | -2% | 17% | nt | -3% | 0.2%
CC(=O)c1ccc2c(c1)N(C)c1ccccc1S2 | 18% | 0.0 | 102 | -0.5% | 27% | 2% | 12% | -0.8% | -9% | -0.1%
CCOC(=O)c1nn(-c2ccc(C)cc2)c(=O)cc1OCC(=O)N1CCN(c2ccccc2)CC1 | 7% | 1.2 | 65 | nt | nt | -4% | 12% | 1.5% | nt | 1.1%[50 µM]

Three entries picked at random from those above, as already listed:
SMILES | MgcRacGAP inhibition | NTR1 ag | NTR1 ag cell count 20 µM | West Nile antiviral | AID2073 | NS5 inhibitors | SV40 large T antigen | RSV antiviral HEp-2 | SIAH1 antagonists | UTI89 phage lysis | others
COC(=O)c1c(NC(=O)CSc2nnc(C)c(=O)[nH]2)sc(C)c1C | 19% | 1.4 | 18 | -0.3% | -8% | 3% | 21% | -0.7% | -11% | -2.7%
CC(=O)c1ccc2c(c1)N(C)c1ccccc1S2 | 18% | 0.0 | 102 | -0.5% | 27% | 2% | 12% | -0.8% | -9% | -0.1%
CCOC(=O)c1nn(-c2ccc(C)cc2)c(=O)cc1OCC(=O)N1CCN(c2ccccc2)CC1 | 7% | 1.2 | 65 | nt | nt | -4% | 12% | 1.5% | nt | 1.1%[50 µM]

(more compounds)
SMILES | MgcRacGAP inhibition | NTR1 ag | NTR1 ag cell count 20 µM | West Nile antiviral | AID2073 | NS5 inhibitors | SV40 large T antigen | RSV antiviral HEp-2 | SIAH1 antagonists | UTI89 phage lysis | others
CSCc1cc(N(C)C)nc(SCc2ccc(Cl)cc2Cl)n1 | -4% | 4.4 | 46 | 0.6% | 28% | 1% | 2% | 1.2% | 0% | 0.2%
CCN=C1SC(CC(=O)Nc2ccc(C)cc2)C(=O)N1CC (stereo not drawn) | -4% | 1.2 | 93 | -0.1% | 6% | -11% | 3% | 1.2% | -1% | -0.5%
CC1Cc2cc(/C(O)=C3/C(=O)C(=O)N(CCN4CCOCC4)C3c3ccc(N(C)C)cc3)ccc2O1 (stereo not drawn) | -18% | -0.2 | 73 | 0.0% | 2% | -4% | nt | 2.7% | 7% | 0.2%
CN(C(=O)c1cccnc1)c1nnc(-c2cnccn2)s1 | 9% | -2.3 | 55 | 0.5% | 0% | -5% | -2% | 0.1% | -1% | i
CN(CC(=O)Nc1ccccc1C(F)(F)F)C(=O)C1CC1 | 2% | 0.3 | 50 | nt | nt | 0% | nt | 1.1% | nt | 0.6%[50 µM]
N/C(=N\OC(=O)c1cccc2ccccc12)c1ccc(Br)cc1 | 4% | 4.1 | 81 | -0.8% | -1% | 2% | 30% | 5.9% | -2% | 0.2%
CCN(Cc1nc2cc(Cl)ccc2c(=O)[nH]1)C(=O)COc1ccccc1Cc1ccccc1 | 5% | 32 | 66 | nt | nt | -9% | nt | -0.4% | nt | 1.4%[50 µM]
Cc1ccc(S(=O)(=O)N2CCN(C(=O)CSc3ccc(F)cc3)CC2)cc1 | 9% | -1.5 | 46 | -0.6% | 6% | -2% | 5% | 0.9% | -3% | -0.4%
CCN=C1SC(C(=O)Nc2cc(Cl)cc(Cl)c2)CC(=O)N1CC (stereo not drawn) | -2% | 0.0 | 22 | -0.6% | 16% | -16% | nt | 2.5% | 2% | 0.3%
COC(=O)c1ccc(CSc2nnc(N)s2)o1 | -1% | 2.2 | 57 | -0.1% | -16% | 2% | -1% | 2.0% | 5% | 0.6%
